HePTP inhibitor: blocks human HePTP tyrosine phosphatase; inhibition, % at 20 µM; hit rate 0.64% among 110,000; recombinant HePTP phosphatase activity, OD absorbance; P35236; in the data active means inhibition above about 50%;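 further: plate controls were vehicle for no effect and reference inhibitor for full effect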
Target sequence (P35236 whole entry, looked up): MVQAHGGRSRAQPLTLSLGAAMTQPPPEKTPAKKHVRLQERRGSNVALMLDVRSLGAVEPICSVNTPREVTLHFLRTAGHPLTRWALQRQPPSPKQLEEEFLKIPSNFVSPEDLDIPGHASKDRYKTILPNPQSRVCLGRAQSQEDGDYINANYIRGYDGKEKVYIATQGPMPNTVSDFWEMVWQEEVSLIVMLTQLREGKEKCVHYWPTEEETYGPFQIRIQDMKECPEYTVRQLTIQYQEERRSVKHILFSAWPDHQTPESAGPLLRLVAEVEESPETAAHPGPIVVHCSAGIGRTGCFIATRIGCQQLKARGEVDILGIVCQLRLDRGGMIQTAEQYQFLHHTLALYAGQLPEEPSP
BAP1 inh: human BAP1 deubiquitinase inhibition | activity remaining (% of control), % at 20 µM | AID 436 | recombinant BAP1, Ub-AMC hydrolysis fluorescence kinetic; hits give low values | hit rate 0.48% among 72,000;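 active means activity remaining at or below 50% of control, provided the compound also passes the data quality filters; inactive means the rest, including low values that fail the filters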;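 further: 100% = DMSO wells rate and 0% = substrate alone blank rate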
Target sequence (Q92560 whole entry, looked up): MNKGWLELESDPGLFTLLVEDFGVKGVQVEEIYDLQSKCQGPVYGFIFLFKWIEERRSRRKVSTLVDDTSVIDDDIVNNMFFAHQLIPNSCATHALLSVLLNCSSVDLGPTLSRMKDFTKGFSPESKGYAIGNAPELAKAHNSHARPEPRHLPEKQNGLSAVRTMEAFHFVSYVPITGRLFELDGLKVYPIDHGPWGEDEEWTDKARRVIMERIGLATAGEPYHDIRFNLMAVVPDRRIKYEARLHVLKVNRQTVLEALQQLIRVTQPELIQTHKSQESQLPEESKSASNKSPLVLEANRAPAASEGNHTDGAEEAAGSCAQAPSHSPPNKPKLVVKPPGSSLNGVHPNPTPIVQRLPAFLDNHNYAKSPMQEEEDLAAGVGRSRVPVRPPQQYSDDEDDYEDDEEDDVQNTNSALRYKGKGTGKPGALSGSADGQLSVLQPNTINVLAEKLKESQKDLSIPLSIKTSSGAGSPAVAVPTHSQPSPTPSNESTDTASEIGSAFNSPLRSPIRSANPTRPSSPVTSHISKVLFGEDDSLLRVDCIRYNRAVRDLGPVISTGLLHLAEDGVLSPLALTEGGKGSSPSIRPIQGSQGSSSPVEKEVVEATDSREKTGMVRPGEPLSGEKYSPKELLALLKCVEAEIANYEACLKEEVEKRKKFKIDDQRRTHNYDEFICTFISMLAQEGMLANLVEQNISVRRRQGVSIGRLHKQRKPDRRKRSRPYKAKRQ
The depositor's hits bear a star; . = not tested or not shown.

SMILES	HePTP inhibitor	BAP1 inh
O=[N+]([O-])c1ccc(C2CC(c3ccc(Cl)cc3)=Nc3ccccc3N2)cc1 (configuration not stated)	11	.
CC(C)c1ccccc1OCC(=O)Nc1cccc(C(F)(F)F)c1	4	.
COc1ccc(NC(=O)CSc2nc3ccccc3[nH]2)c(OC)c1	9	.
CCOc1ccc(NC(=O)CC2SC(=Nc3ccccc3)N(c3ccccc3)C2=O)cc1 (configuration not stated)	0	.
O=C(Nc1cccnc1)c1ccc(Br)s1	3	87
CC(=O)Nc1ccc(S(=O)(=O)NCCC(=O)OCCN2C(=O)c3ccccc3C2=O)cc1	13	114
COc1ccc(CCNC(=O)CSC2=Nc3ccccc3C3=NC(C(C)C)C(=O)N23)cc1OC (configuration not stated)	3	76
O=C(Nc1ccc(NC(=O)c2cccs2)cc1)c1ccccc1	3	.
COc1cccc(C(=O)N2CCN(Cc3ccccn3)CC2)c1OC	-9	113
COC(=O)c1ccc(/C=N/NC(=O)C2CC(=O)N(c3ccc(Cl)cc3)C2)cc1 (configuration not stated)	-18	.
CCC(C)(NC(=O)c1ccc(=O)[nH]c1)C(=O)NC1CCCC1 (configuration not stated)	9	94
CC1Cc2ccccc2N1C(=O)CSc1nc2cc3c(cc2cc1C#N)OCO3 (configuration not stated)	0	80
CC1CCCN(C(=O)C(Sc2ccccc2)c2ccccc2)C1 (configuration not stated)	-2	.
O=C(O)c1ccccc1C=Nc1ccc2[nH]c(=O)[nH]c2c1	-12	.
COCCOC(=O)c1c(C)oc2ccc(OC(=O)c3ccccc3OC)cc12	-2	.
CCOC(=O)/C(C#N)=C1/C=CNC(=O)N1	-6	74
CCOc1ccc(C(F)(F)F)cc1NC(C)=O	-8	.
O=C1/C(=C/c2ccco2)SC(=S)N1c1ccc(F)cc1	6	.
CCOC(=O)c1sc(NC(=O)c2cccnc2)nc1C	7	104
CN=C(Nc1cc(C)nn1CCC#N)c1ccc(F)cc1	8	119
O=C(NCc1cccs1)c1nn2c(c1Cl)NC(c1ccccc1)CC2C(F)(F)F (configuration not stated)	12	.
CCn1nnc(NC(=O)c2ccc(-c3ccc(Cl)cc3)o2)n1	5	95
CCc1ccc(N2C(=O)CSC2c2ccc(Cl)cc2Cl)cc1 (configuration not stated)	8	.
COc1ccc(C(=O)Nc2ccccc2C(=O)NCCC(=O)Nc2ccccc2)cc1	-12	.
CC(=O)Nc1ccc(Cl)c(-c2nc3ncccc3o2)c1	.	71

Carrying on.
SMILES	HePTP inhibitor	BAP1 inh
CCOCCN1CCN(c2c(C)c(C)nc3cc(-c4cc(OC)cc(OC)c4)nn23)CC1	14	70
O=C(c1c(F)cccc1F)N1CCN(c2cc(N3CCOCC3)c(F)cc2[N+](=O)[O-])CC1	-3	.
CCCCCCOC(=O)C1=C(C)NC(=O)NC1c1ccc(Br)cc1 (configuration not stated)	.	57
N=c1ccccn1CC(O)COc1ccccc1 (configuration not stated)	-1	62
COc1ccc(CNCc2ccc(OC)c(OC)c2)cc1	4	.
O=C1CC(NC23CC4CC(CC(C4)C2)C3)C(=O)N1c1ccc2c(c1)OCO2 (configuration not stated)	13	.
COc1ccc(/C(O)=C2/C(=O)C(=O)N(Cc3ccco3)C2c2cccs2)cc1 (configuration not stated)	2	53
COc1ccc(CC(=O)Nc2cccc(F)c2)cc1OC	-1	.
O=c1cc(NCc2ccccc2)c2ccccc2o1	-3	.
O=C(CNS(=O)(=O)c1ccc(Br)s1)N1CCC(N2CCCCC2)CC1	1	108
O=C1c2ccccc2C(=O)N1CCc1nc2ccccc2c(=O)n1CCCn1ccnc1	-9	92
Cc1oc(-c2ccccc2F)nc1CS(=O)(=O)CC(=O)NCCCN1CCc2ccccc2C1	16	92
O=C(Nc1ccc2c(c1)OCO2)c1ccco1	-9	.
O=C(OCCN=C1NS(=O)(=O)c2ccccc21)C1CC(=O)N(c2ccc(Cl)cc2)C1 (configuration not stated)	12	100
CCOc1cc(NC(=O)C2CCCCC2)c(OCC)cc1NC(=O)c1ccco1	-10	.
Cc1ccc2cc(CN(CCCO)S(=O)(=O)c3cccc4nsnc34)c(=O)[nH]c2c1C	11	111
CCOC(=O)c1c(NC(=O)c2ccc(Cl)cc2)sc2c1CCC2	.	142
Cc1ccc2c(c1)NC(c1ccccc1)C1=C(CC(C)(C)CC1=O)N2 (configuration not stated)	-10	.
CCCC(=O)NS(=O)(=O)c1ccc(NC(=O)c2ccccc2Cl)cc1	-13	.
CC1(C)Cc2c(sc3nc4n(c(=N)c23)CCC4)CO1	3	102
O=C1CC(N2CCC(O)CC2)C(=O)N1c1ccc(Cl)cc1 (configuration not stated)	-12	.
O=C(Nc1nc(-c2ccccc2)cs1)c1ccc2c(c1)OCO2	-10	.
COc1ccc(OC)c(NC(=O)c2ccc(C(=O)O)cc2C(=O)O)c1	5	.
COc1ccc(CN2C(=O)NC(=O)/C(=C\C=C\c3ccccc3)C2=O)cc1	-2	.
CCN(CC)S(=O)(=O)c1cc(C(=O)c2ccc(Br)cc2)ccc1C	-16	.

Next section
SMILES	HePTP inhibitor	BAP1 inh
COCCOC(=O)C1=C(C)NC(SCC(=O)NC(C)(C)C)=C(C#N)C1c1ccco1 (configuration not stated)	6	77
Cc1ccc(-n2ncc3c(=O)n(CC(=O)N4CCCc5ccccc54)cnc32)cc1C	-11	76
O=C(CN(CCc1ccccc1)C(=O)Cn1nnc(-c2cccs2)n1)NCc1ccco1	-7	96
COc1ccc(OC)c(C2N(c3ccc(Cl)cc3)C(=O)C3CCCN32)c1 (configuration not stated)	-1	107
C=CCNS(=O)(=O)c1ccc2nsnc2c1	-4	88
CC(=O)Nc1ccc(S(=O)(=O)NN2C(=O)c3ccccc3C2=O)cc1	4	.
O=C(Nc1ccc(F)cc1)c1ccc(C#Cc2ccccc2)cc1	1	.
C=CCSc1nncn1/N=C/c1ccc(OC)cc1	-8	97
COc1ccccc1C1(O)CC(c2ccc(C)cc2)NC(c2ccc(C)cc2)C1C (configuration not stated)	4	.
COCCn1c(=N)c(C(=O)NCCc2ccccc2)cc2c(=O)n3cccc(C)c3nc21	3	.
CCOC(=O)Nc1ccc2c(c1)N(C(=O)CN1CCN(C)CC1)c1ccccc1S2	9	111
Cc1c(NC(=O)c2cc([N+](=O)[O-])ccc2Cl)cccc1-c1nc2ccccc2s1	-11	.
CCOC(=O)C1CCN(c2c(NCc3ccc(C(=O)NCCC(C)C)cc3)c(=O)c2=O)CC1	0	84
O=C(CSc1nc2ccccc2s1)NCCCN1CCOCC1	-1	120
Cc1occc1-c1nnc(SCC(=O)Nc2ccccc2)n1C(C)c1ccccc1 (configuration not stated)	1	87
Cc1[nH]nc(N=CC2=C(O)CC(C)(C)CC2=O)c1-c1ccccc1	-13	80
Cc1ccc(C(C)C)c(OCc2nnc(NC(=O)c3ccc(Cl)cc3Cl)s2)c1	10	.
Cc1ccc(S(=O)(=O)N(CC(=O)O)Cc2ccccc2F)cc1	5	93
CCOc1ccc(C(=O)Nc2ccc(NC(=O)c3ccco3)c(Cl)c2)cc1Br	6	167
Cc1cccc(OCC(O)Cn2c(=N)n(CCN3CCOCC3)c3ccccc32)c1 (configuration not stated)	1	91
COc1ccc(Cc2nnc(NC(=O)C3CCCO3)s2)cc1 (configuration not stated)	-2	69
CC(C)NC(=O)c1nn2c(C(F)(F)F)cc(-c3ccc(Br)cc3)nc2c1Br	.	73
CCOC(=O)c1[nH]c(C)c(C(=O)N2CCOCC2)c1C	4	88
COc1ccc(CSCC(=O)O)cc1C(=O)O	-10	.
COC(=O)c1ccc(-n2nnnc2SCc2nn[nH]n2)cc1	-4	87

(list continues)
SMILES	HePTP inhibitor	BAP1 inh
O=C(CCn1c(=O)oc2ccccc21)Nc1ccccc1	-3	.
Cn1c(NC(=O)c2ccccc2NC(=O)C(C)(C)C)nc2ccccc21	13	70
O=C(O)C1CC=CCC1C(=O)NCc1ccccc1 (configuration not stated)	0	106
COC(=O)c1ccc(C2C(C#N)=C(N)Oc3c2c(C)nn3-c2ccccc2)cc1 (configuration not stated)	-5	.
Nn1cnc2scc(-c3ccccc3)c2c1=O	-23	.
CCc1ccc(C2C(C#N)=C(N)SC(N)=C2C#N)cc1	7	104
CCOc1ccc(N2C(=O)CC(N(O)c3ccccc3)C2=O)cc1 (configuration not stated)	-1	121
COC(=O)c1ccc(COc2ccc3c(=O)c(-c4ccc(C(=O)OC)o4)c(C)oc3c2)o1	.	69
Nc1ccc(-c2nnc(-c3ccncc3)o2)cc1	10	.
O=C(c1cccc(C(F)(F)F)c1)N1CCN(C2CCCCC2)CC1	-2	133
Cc1nnc(NC(=O)CSc2nc3c(c(=O)n2C)SC(C)C3)s1 (configuration not stated)	9	84
O=C(NC(=S)Nc1ccc(-c2nc3cc(Cl)ccc3o2)cc1)c1ccc(Cl)cc1	-12	.
O=C(CCc1ccccc1)Nc1nnc(-c2cccs2)o1	6	99
CCc1ccc(NC(=O)CSc2nnc(-c3ccccn3)n2C)cc1	-1	118
Cc1sc2ncnc(Sc3nnc4sc5ccccc5n34)c2c1C	1	65
Cc1ccc(NC(=O)CSc2nnc(Cc3cccn3C)n2-c2ccc(F)cc2)c(C)c1	0	93
O=C(O)CCSCC(=O)c1ccc2c(c1)OCCO2	6	98
COc1ccc(Cl)cc1N(CC(=O)NCC(C)C)S(=O)(=O)c1ccc(C)c([N+](=O)[O-])c1	-18	.
O=C(/C=C/c1nc2ccccc2[nH]1)c1c(-c2ccccc2)c2cc(Cl)ccc2[nH]c1=O	8	.
CSc1nsc(SCC(=O)Nc2ccc3c(c2)OCCO3)n1	-5	107
C=CCNc1nc(NCCO)nc(N2CCCC2)n1	10	88
CCOC(=O)N1CCC(NC(=O)CS(=O)(=O)Cc2nc(-c3ccc(C)cc3)oc2C)CC1	0	96
CCOC(=O)C1=C(O)/C(=C/c2ccc(OC)c(OC)c2)SC1=Nc1ccc([N+](=O)[O-])cc1	-15	.
COc1cccc(C2/C(=C(\O)c3ccc(OC)c(OC)c3)C(=O)C(=O)N2c2cc(C)on2)c1 (configuration not stated)	4	94
N#Cc1c(N2CCOCC2)nc(N2CCCCC2)c2c1CCN(C1CCCCC1)C2	0	96

Fetched by compound from above:
SMILES	HePTP inhibitor	BAP1 inh
COc1cccc(C2/C(=C(\O)c3ccc(OC)c(OC)c3)C(=O)C(=O)N2c2cc(C)on2)c1 (configuration not stated)	4	94
C=CCNc1nc(NCCO)nc(N2CCCC2)n1	10	88
CCOc1ccc(N2C(=O)CC(N(O)c3ccccc3)C2=O)cc1 (configuration not stated)	-1	121

Reformatted: 6 of the compounds above
compound | HePTP inhibitor | BAP1 inh
Nn1cnc2scc(-c3ccccc3)c2c1=O | -23 | .
CCc1ccc(C2C(C#N)=C(N)SC(N)=C2C#N)cc1 | 7 | 104
CCOc1ccc(N2C(=O)CC(N(O)c3ccccc3)C2=O)cc1 (configuration not stated) | -1 | 121
COC(=O)c1ccc(COc2ccc3c(=O)c(-c4ccc(C(=O)OC)o4)c(C)oc3c2)o1 | . | 69
Nc1ccc(-c2nnc(-c3ccncc3)o2)cc1 | 10 | .
O=C(c1cccc(C(F)(F)F)c1)N1CCN(C2CCCCC2)CC1 | -2 | 133

Entries of single compounds from above:
Entry for CCOC(=O)N1CCC(NC(=O)CS(=O)(=O)Cc2nc(-c3ccc(C)cc3)oc2C)CC1 = HePTP inhibitor = 0; BAP1 inh = 96
Entry for CCc1ccc(NC(=O)CSc2nnc(-c3ccccn3)n2C)cc1 = HePTP inhibitor = -1; BAP1 inh = 118
Entry for Cn1c(NC(=O)c2ccccc2NC(=O)C(C)(C)C)nc2ccccc21 = HePTP inhibitor = 13; BAP1 inh = 70

Next section.
SMILES	HePTP inhibitor	BAP1 inh
CC1=NN(c2ccc(C(=O)O)cc2)C(=O)/C1=C\c1ccc(-c2cccc(C(=O)O)c2)o1	101*	.
CCC(=O)NCCN1CCN(C(=O)CC)CC1	8	80
COc1ccc(-c2n[nH]c(=S)n2N)cc1OC	11	.
O=C(O)CCCCCNC(=O)c1cccc(Br)c1	0	82
O=C1C=C(N2CCN(C(=O)c3ccccc3)CC2)C2(CCCCC2)O1	7	95
COc1ccc2c(c1OC)C(=O)N(c1ccc(C(C)=O)cc1)C2=O	-1	.
CCSc1nc2ccccc2n1C(=O)/C=C/c1ccc(OC)c(OC)c1	-16	.
COc1ccc(NC2(c3ccccc3)OC(=O)c3ccccc32)cc1 (configuration not stated)	2	.
CC(C)NC(=O)C(=O)Nc1ccc2c(c1)OCCO2	-5	.
CC1(C)CC(=O)C(C(C2=C(O)CC(C)(C)CC2=O)c2cccnc2)C(=O)C1 (configuration not stated)	5	128
O=C(COC(=O)c1ccncc1)NCc1ccccc1	2	99
O=C(Nc1ccc(N2CCOCC2)cc1)c1cc(Br)ccc1Cl	-4	.
O=C(c1ccccc1F)N1CCN(C2CCN(Cc3ccccc3)CC2)CC1	8	.
O=C(c1cc(-c2cccc(O)c2)on1)N1CCc2ccccc2C1	-1	91
CCOC(=O)c1c(NC(=O)CSc2nc3ccccc3s2)sc2c1CCC2	10	.
Cc1ccccc1-c1nc(Cc2ccc(Cl)cc2)no1	10	112
CCN(CC)S(=O)(=O)N1CCC(C(=O)NC(C)CCc2ccccc2)CC1 (configuration not stated)	-8	98
O=C(CCc1c[nH]c2ccccc12)NCC1CCCO1 (configuration not stated)	-10	116
CCOC(=O)c1sc(NC(=O)c2ccc([N+](=O)[O-])s2)nc1C	6	.
CCOC(=O)COc1ccc(/C=N/NC(=O)c2nonc2N)cc1OC	9	.
O=C1/C(=C\c2ccc(C(F)(F)F)cc2)SC(=S)N1c1cccc(Cl)c1	6	.
O=C(Nc1nc(-c2ccccc2)cs1)c1ccc(Cl)cc1Cl	-11	.

With a hit mark in HePTP inhibitor (from the list above):
SMILES	HePTP inhibitor	BAP1 inh
CC1=NN(c2ccc(C(=O)O)cc2)C(=O)/C1=C\c1ccc(-c2cccc(C(=O)O)c2)o1	101*	.

High-throughput results from PubChem.
